Fam108B inh: counter-screen for RBBP9 inhibitors: inhibitors of mouse Fam108B | recombinant Fam108B, FP-Rh probe fluorescence polarization | 0.33% of 300,000 active | inhibition, % at 9.51 µM;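 active = inhibition above the screen mean inhibition plus 3 SD, computed separately per campaign, cut at about 18% in these data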;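 note: inhibitors lower polarization as less probe binds the enzyme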
TPT1 inh: inhibitors of Candida albicans tRNA 2'-phosphotransferase TPT1. recombinant caTPT1, FP RNA substrate dephosphorylation. inhibition, % at 5 µM. 0.81% of 300,000 active. AID 1962;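 active = inhibition above the mean of all tested compounds plus 3 SD, set per screening campaign, cut at about 24% in these data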;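 note: plate controls were DMSO alone for no effect and ferristatin control at 100 nM for full effect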
MCL1-BIM inh: disrupts human MCL1 binding to BIM-BH3 peptide | GST-MCL1 / FITC-Bim-BH3 fluorescence polarization | inhibition, % at 10.9 µM | 0.68% of 320,000 active | AID 2057;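 active = inhibition above the mean inhibition of all tested compounds plus 3 SD, set per campaign, cut at about 40% in these data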;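 note: 0% = DMSO wells and 100% = unlabeled Bim-BH3 peptide control; higher means more loss of mP so more displacement of Bim peptide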
Target sequence (Q07820 whole entry, looked up): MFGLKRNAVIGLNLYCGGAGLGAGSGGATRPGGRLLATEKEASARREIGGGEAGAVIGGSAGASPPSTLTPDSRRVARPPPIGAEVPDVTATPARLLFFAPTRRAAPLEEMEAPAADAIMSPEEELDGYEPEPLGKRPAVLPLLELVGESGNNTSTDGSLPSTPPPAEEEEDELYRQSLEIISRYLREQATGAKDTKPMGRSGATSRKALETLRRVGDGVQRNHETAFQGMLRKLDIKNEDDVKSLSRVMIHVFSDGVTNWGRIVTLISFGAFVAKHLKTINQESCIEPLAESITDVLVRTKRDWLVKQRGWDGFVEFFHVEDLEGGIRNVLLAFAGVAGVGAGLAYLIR
MEX-5 binding: C. elegans MEX-5 TCR-2 RNA binding activity; MEX-5/FITC-TCR2 RNA binding, fluorescence polarization; hits give low values; 0.38% of 300,000 active; Q9XUB2; activity score (negative = inhibition of binding), % at 10 µM;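 active = inhibition past about -25% in most replicates, and total fluorescence under double the plate's negative control median, limit read from the data; inconclusive = replicates evenly split on the limit, or fluorescence at least double controls; inactive = too little inhibition in most replicates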;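 note: 0% = DMSO and -100% = 5 µM competing unlabeled TCR2 RNA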
PME-1 primary: blocks human protein phosphatase methylesterase 1; Q9Y570; recombinant PME-1, FP-Rh probe fluorescence polarization; inhibition, % at 5.9 µM; 0.53% of 320,000 active; AID 2130;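 active = inhibition above the campaign mean of all compounds plus 3 SD, cut at about 26% in these data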;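 note: competitive labeling of PME-1 active site by serine hydrolase directed probe; 0% = PME-1 with DMSO and 100% = wells lacking PME-1 enzyme; inhibitors block probe labeling so polarization falls and inhibition rises; many of its hits are not listed in these tables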
Target sequence (Q9Y570 whole entry, looked up): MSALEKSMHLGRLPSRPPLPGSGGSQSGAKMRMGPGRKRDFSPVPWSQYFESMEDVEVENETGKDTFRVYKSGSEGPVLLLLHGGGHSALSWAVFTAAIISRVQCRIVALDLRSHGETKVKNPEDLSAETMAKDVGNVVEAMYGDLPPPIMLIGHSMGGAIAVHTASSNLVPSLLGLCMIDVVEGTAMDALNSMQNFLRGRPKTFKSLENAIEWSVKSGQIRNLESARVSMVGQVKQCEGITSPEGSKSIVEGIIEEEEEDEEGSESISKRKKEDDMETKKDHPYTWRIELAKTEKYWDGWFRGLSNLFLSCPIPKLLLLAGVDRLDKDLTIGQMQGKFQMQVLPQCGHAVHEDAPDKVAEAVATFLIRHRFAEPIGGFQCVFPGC
GSTO1 counter: blocks human GSTO1 in RBBP9 counter-screen; P78417; recombinant GSTO1, activity-based probe fluorescence polarization; inhibition, % at 5.96 µM; 1.1% of 300,000 active; AID 1974;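 active = inhibition above the campaign mean inhibition plus 3 SD, cut at about 35% in these data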;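 note: 0% = GSTO1-1 with DMSO and 100% = wells lacking GSTO1-1 enzyme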
PAD4 FP inh: blocks human protein arginine deiminase 4; inhibition, % at 6.36 µM; AID 485272; Q9UM07; 0.41% of 330,000 active; recombinant PAD4, RCA probe fluorescence polarization;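 active = percent inhibition above a cutoff equal to the mean of all tested compounds plus 3 SD, cut at about 15% in these data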;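 note: 0% = PAD4 with RCA probe and DMSO and 100% = probe without PAD4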
Bcl-xL primary: blocks human Bcl-xL binding to Bim BH3 peptide | Q07817 | GST-Bcl-xL / FITC-Bim BH3 peptide fluorescence polarization | inhibition, % at 10.9 µM | 0.7% of 320,000 active | AID 2129;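 active = inhibition above the mean of all tested compounds plus 3 SD, cutoff set per campaign, cut at about 30% in these data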;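 note: 0% = DMSO wells and 100% = unlabeled Bim-BH3 peptide competitor; inhibitors lower millipolarization by displacing the labeled peptide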
Target sequence (Q07817 whole entry, looked up): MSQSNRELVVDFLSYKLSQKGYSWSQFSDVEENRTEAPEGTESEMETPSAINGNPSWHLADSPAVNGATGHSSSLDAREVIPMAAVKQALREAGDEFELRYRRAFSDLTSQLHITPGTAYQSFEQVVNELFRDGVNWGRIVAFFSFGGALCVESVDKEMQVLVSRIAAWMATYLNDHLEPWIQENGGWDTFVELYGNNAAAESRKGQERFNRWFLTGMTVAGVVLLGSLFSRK
GLD-1 TGE inh: GLD-1-TGE RNA interaction inhibition (C. elegans) | Q17339 | purified GLD-1 + fluorescein TGE RNA, fluorescence polarization | inhibition, % at 5.96 µM | 0.44% of 320,000 active | AID 2280;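 active = percent inhibition above a per-plate cutoff, the plate mean of test compounds plus 3 SD, cut at about 30% in these data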;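 note: 0% = DMSO wells with GLD-1 and probe and 100% = wells lacking GLD-1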
Numbers without * were called inactive; ? = inconclusive; / = not tested or not shown.

| mol | PAD4 FP inh | Fam108B inh | GSTO1 counter | Bcl-xL primary | MEX-5 binding | TPT1 inh | PME-1 primary | GLD-1 TGE inh | MCL1-BIM inh |
| --- | --- | --- | --- | --- | --- | --- | --- | --- | --- |
| CC(C1CC1)N(C(=O)c1ccccc1[N+](=O)[O-])c1ccccc1 (configuration not stated) | -2 | -2 | -1 | 10 | 4.2 | -1 | 6 | 2 | 11 |
| Cc1ccccc1CN1CCc2c(OCC(=O)N3CCCCC3)cccc2C1=O | 1 | -4 | 2 | 4 | -0.5 | 2 | -5 | 4 | 4 |
| NC(=O)C1(N2CCCCC2)CCN(C(=O)CCCn2c(=O)[nH]c3ccsc3c2=O)CC1 | 0 | 4 | -4 | 8 | / | 0 | -5 | -3 | 6 |
| O=S(=O)(Nc1ccc(-c2nc3cccnc3s2)cc1)c1ccc(Cl)s1 | -4 | 3 | 6 | 1 | 1.9 | 5 | 3 | 2 | -1 |
| CC(=O)c1cccc(NC(=S)NC(=O)c2ccccc2C)c1 | -4 | -1 | 13 | 6 | 0.9 | -3 | -4 | 6 | 9 |
| C=CCN(c1ccccc1C(=O)NCC(=O)O)S(=O)(=O)c1ccccc1C | -1 | -2 | -1 | 8 | -2.5 | -3 | 4 | 0 | 6 |
| CCc1[nH]nc(C(=O)N2CCCC(C(=O)c3cccc(C(F)(F)F)c3)C2)c1C (configuration not stated) | -1 | 7 | 5 | 14 | / | -3 | -4 | 13 | 8 |
| COc1ccc2c(C(=O)CN(C)C3CCCCC3)c[nH]c2c1 | -14 | 3 | -2 | -4 | 0.3 | 3 | 10 | -16 | -13 |
| COc1cc(/C=C(\C#N)c2nc3ccccc3[nH]2)cc(Br)c1OCc1ccc(F)cc1 | 0 | -9 | -2 | 5 | -5.9 | 3 | 0 | 97* | -5 |
| Cc1nc(CC(=O)c2ccc(O)cc2O)cs1 | 2 | 13 | -2 | 3 | -1.5 | -4 | 2 | -2 | -1 |
| O=C(COc1ccc2c(c1)oc(=O)c1ccccc12)NCC1CCC(C(=O)O)CC1 (configuration not stated) | 0 | 1 | -15 | -1 | 1.2 | 1 | 0 | 7 | -2 |
| O=C(CSc1nncn1-c1ccccc1)Nc1ccccc1 | 0 | -3 | 1 | -5 | -1.3 | 0 | 3 | -2 | -11 |
| CC(=O)/C(C(=N)N1CCN(Cc2ccccc2)CC1)=C(\C)O | -3 | -7 | 3 | 11 | -13 | -8 | 1 | 2 | 12 |
| O=C(O)c1nn(-c2cccc(C(F)(F)F)c2)ccc1=O | 5 | -4 | 2 | 4 | 1.7 | -1 | -5 | -1 | 15 |
| CSCCC(NS(=O)(=O)c1ccccc1F)C(=O)NNC(=O)c1csc(N2CCOCC2)n1 (configuration not stated) | -1 | -2 | 10 | -7 | -5.4 | 2 | -4 | -3 | -8 |
| CC1CCN(C(=O)Cn2cc3c(n2)CCCC3)CC1 | -1 | 3 | 8 | 8 | 9.0 | -1 | 0 | 0 | 16 |
| CCN(CCCNC(=O)CN1C(=O)COc2ccccc21)c1cccc(C)c1 | -4 | 1 | 8 | -1 | -3.5 | 3 | -1 | -2 | 1 |
| CCOC(=O)c1c(C)sc2c1N(C(=O)CN(CC)CC)c1cc(Cl)ccc1S2 | 4 | 1 | -2 | 1 | -0.6 | -3 | -2 | 3 | -3 |
| Cc1ccccc1C(=O)Nc1ccc2c(c1)CCCN2C(=O)c1cccs1 | -4 | -2 | -8 | -1 | 0.2 | 0 | -4 | -5 | -2 |
| CCn1c(SCC(=O)N2CCCC2)nnc1-c1ccc(N)cc1 | 0 | 6 | -1 | -38 | -0.5 | -4 | -2 | 6 | -40 |
| CC(C)OCC(O)Cn1c(N2CCCC2)nc2c1c(=O)n(C)c(=O)n2C (configuration not stated) | 1 | -3 | 3 | -3 | 0.4 | 3 | -2 | -1 | 1 |
| CC(C)O/C(=N\S(=O)(=O)c1ccc(Cl)cc1)c1ccccc1 | 1 | 1 | 2 | 4 | 2.9 | -3 | -3 | 7 | 9 |
| COc1cc(C2c3c(n[nH]c3C)C(=O)N2c2ccc(Br)cc2)ccc1O (configuration not stated) | -1 | -3 | -25 | -2 | -0.6 | 3 | -8 | -1 | -7 |
| CCOC(=O)C(c1ccccc1)C(Nc1ccccc1)c1ccccn1 (configuration not stated) | 1 | 0 | 12 | 5 | -0.2 | 0 | -1 | 3 | 3 |
| O=C(Nc1ccccc1F)c1ccc(S(=O)(=O)N2CCCCCC2)cc1 | -5 | / | / | -8 | / | / | 2 | -4 | -9 |
| Cc1ccccc1CNS(=O)(=O)c1c(C)[nH]c(C)c1C(=O)N1CCCCC1 | -5 | 2 | 9 | -1 | -1.1 | -2 | -2 | 0 | 1 |
| Cc1ccc(N(C(=O)CCC(=O)Nc2cc(C)on2)C(C(=O)NC2CCCC2)c2ccccc2)cc1 (configuration not stated) | 1 | -6 | -1 | 3 | -1.4 | -5 | 4 | 1 | 3 |
| Cc1cc(C)n(-c2ccc(NC(=O)C3CCN(Cc4cc(C)c(C)o4)CC3)cc2)n1 | -4 | 2 | -6 | 5 | 2.1 | 4 | 1 | 3 | 5 |
| CCC(=O)Nc1ccc(Nc2nc(C)c([N+](=O)[O-])c(Nc3ccc(NC(=O)CC)cc3)n2)cc1 | -6 | 3 | 3 | 2 | -0.5 | -5 | 14 | 7 | 3 |
| Cc1cc(C)cc(OCC(=O)NNC(=O)CCN2C(=O)c3ccccc3C2=O)c1 | 2 | 6 | 5 | 8 | -2.0 | 2 | 1 | 9 | 8 |
| O=C(O)c1ccc2c(c1Nc1ccccc1)C(=O)c1ccccc1C2=O | -4 | 11 | 9 | 18 | -1.1 | 0 | 5 | -7 | 14 |
| O=C(C1CCC(=O)N(C2CCCC2)C1)N1CCN(c2ccc(Cl)cc2)CC1 (configuration not stated) | 2 | -2 | -2 | 4 | -1.7 | 1 | 6 | 2 | 2 |
| CN(C(=O)COc1ccc(S(=O)(=O)N2CCOCC2)cc1[N+](=O)[O-])C1CCS(=O)(=O)C1 (configuration not stated) | -2 | -4 | -8 | 2 | 0.0 | 6 | 1 | 1 | 4 |
| OCCC1CN(Cc2ccon2)CCN1Cc1ccc(F)c(F)c1 (configuration not stated) | 0 | -2 | -2 | 3 | -0.3 | 1 | -3 | 0 | 6 |
| CN1C(=O)c2ccc(NC(=S)NC(=O)C(C)(C)C)cc2C1=O | -8 | 2 | -3 | -1 | 1.7 | 0 | -1 | 5 | 4 |
| Cc1ccc(CN(Cc2ccco2)S(=O)(=O)c2ccc(S(=O)(=O)NCC3CCCO3)cc2)cc1 (configuration not stated) | 0 | 4 | 1 | 9 | -1.0 | 0 | 3 | 5 | 10 |
| Cc1ccc(Nc2nnc(SCC(=O)c3cc4ccccc4o3)s2)cc1C | -38 | -4 | -3 | -1 | 0.3 | 10 | -20 | -33 | -26 |
| COC(=O)c1ccc(NC(=S)Nc2ccccn2)cc1 | -3 | -2 | 2 | 10 | 0.1 | 1 | 3 | 3 | 15 |
| C=CCNC(=O)NC(=O)COC(=O)COc1ccc(Br)cc1F | 0 | -1 | -8 | 1 | 0.4 | -1 | 2 | 11 | 0 |
| Cc1nnc(SCCN2CCOCC2)n1C | -2 | -6 | 0 | 1 | -2.0 | 0 | -4 | 6 | 5 |
| CN1CCN(C(=S)Nc2ccccc2Cl)CC1 | -3 | 2 | -6 | 3 | -5.7 | -2 | -1 | -2 | 9 |
| O=C(NC(=Nc1ccccc1)N1CCOCC1)Nc1ccccc1 | -1 | 3 | 4 | 4 | 0.3 | -1 | 4 | 2 | 1 |
| CCOc1ccc(S(=O)(=O)NC(C)C(=O)NCc2ccc3c(c2)OCO3)cc1 (configuration not stated) | 0 | -2 | 1 | 0 | -1.6 | 0 | -7 | -1 | -11 |
| O=C(O)c1ccc(NS(=O)(=O)c2ccc3c(c2)C(=O)c2cc(S(=O)(=O)Nc4ccc(C(=O)O)cc4)ccc2-3)cc1 | -8 | 2 | -12 | 11 | -7.7 | -4 | 3 | 5 | 7 |
| COc1ccc(OC)c(-n2c(-c3cccc(S(=O)(=O)N(C)C)c3)n[nH]c2=S)c1 | -2 | -2 | -4 | -24 | -0.1 | 3 | -1 | 5 | -16 |
| O=C1c2ccccc2C(=O)N1CCCc1nc(-c2ccncc2)no1 | -2 | 0 | 3 | 1 | ? | -1 | 0 | 4 | 3 |
| CCOc1ccccc1N1CCN(C(=O)c2c(-c3ccccc3Cl)noc2C)CC1 | 2 | 0 | 1 | 1 | -0.7 | 0 | 1 | -3 | 2 |
| COc1ccc2c(c1)S/C(=C\C(=O)c1ccncc1)N2C | -4 | -1 | 1 | 3 | ? | 9 | -4 | -41 | 11 |
| CCOc1ccccc1NC(=O)/C=C/C(N)=O | -6 | 3 | 3 | 5 | -0.8 | -1 | -2 | 11 | 2 |
| COc1ccc(-n2c(-c3ccco3)n[nH]c2=S)cc1 | 0 | 0 | 5 | -6 | -0.5 | -1 | -8 | 10 | -14 |
| Cc1ccc(N(CC(=O)NC2CCCCC2)C(=O)CNC(=O)c2ccco2)cc1F | -1 | -2 | 2 | -4 | 1.5 | 1 | 1 | 1 | -2 |
| Cn1cnc2c(cnn2-c2ccccc2)c1=O | 2 | -2 | 2 | -1 | 2.9 | 3 | -3 | 2 | -9 |
| CCOc1ccc(C(=O)N2CCN(CC(=O)N3CCCC3)CC2)cc1OCC | 3 | / | / | 10 | / | / | 1 | 3 | 7 |
| Cc1ccc(C)c2[nH]c(=O)c(CCNC(=O)c3cc4ccccc4o3)cc12 | -1 | 0 | 2 | 3 | 1.0 | 2 | -10 | 4 | 2 |
| COC(=O)c1sccc1NC(=O)COc1cccc(C)c1 | 0 | 2 | -4 | 6 | -0.8 | 4 | -8 | -4 | 9 |
| CC(/C=N/NC(=O)Cn1nccc1C)=C\c1ccc(C(C)C)cc1 | 2 | -2 | -1 | 2 | 0.1 | -1 | -2 | 1 | 4 |

Next compounds:
| mol | PAD4 FP inh | Fam108B inh | GSTO1 counter | Bcl-xL primary | MEX-5 binding | TPT1 inh | PME-1 primary | GLD-1 TGE inh | MCL1-BIM inh |
| --- | --- | --- | --- | --- | --- | --- | --- | --- | --- |
| O=C(NCC1CCCO1)C(c1ccc(F)cc1)N(C(=O)Cn1nnc(-c2ccc(F)cc2)n1)c1cccc(O)c1 (configuration not stated) | -9 | 1 | -8 | 5 | 1.3 | -6 | 8 | 2 | 6 |
| CC1CCCCN1C(=O)C1CCCCN1S(=O)(=O)c1cccc([N+](=O)[O-])c1 (configuration not stated) | -2 | 9 | -5 | 4 | -0.7 | -5 | 0 | -5 | -1 |
| CCCCC(=O)Nc1c(C)cc(C)cc1Cl | 0 | 0 | -1 | 1 | 1.8 | 3 | 2 | 2 | 1 |
| NC(=O)c1sc(=S)n2c1[nH]c(=O)c1sccc12 | 0 | 4 | -183 | 11 | -1.3 | 2 | 3 | 2 | 6 |
| COc1ccc(-n2nc3c(c2NC(=O)c2ccc(S(=O)(=O)N4CCOCC4)cc2)CS(=O)C3)cc1 (configuration not stated) | -5 | 0 | -2 | 4 | 3.3 | 3 | -7 | -1 | -7 |
| c1ccc2c(c1)CNc1ccccc1C2 | 5 | -2 | 0 | 3 | 1.4 | -2 | -2 | 10 | 0 |
| Cc1cc(NC(=O)CSCC(=O)Nc2cc(C(F)(F)F)ccc2N2CCOCC2)no1 | 4 | / | / | 1 | / | / | 9 | 0 | 6 |
| Cn1c(Cc2ccccc2)[n+](C)c2ccccc21 | -1 | 2 | -2 | 2 | -3.3 | 0 | -3 | 3 | 1 |

The list is partial; the hit share may differ from the screen's.
